From PubChem
CHRM1 agonist – human M1 muscarinic receptor agonists, primary screen, Fluo-8 calcium fluorescence, CHO-K1 cells, HTS; AID 588814, 2011; CHO-K1 hM1, agonist mode; 0% DMSO, 100% acetylcholine EC100; activation, % at 3 µM; hit rate 0.33% among 360,000;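 active = activation above the run's mean compound activation plus 3 SD, cut at about 16% in these data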;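 note: peak over basal fluorescence ratio within a 140 s kinetic read after compound addition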
Target sequence (P11229 whole entry, looked up): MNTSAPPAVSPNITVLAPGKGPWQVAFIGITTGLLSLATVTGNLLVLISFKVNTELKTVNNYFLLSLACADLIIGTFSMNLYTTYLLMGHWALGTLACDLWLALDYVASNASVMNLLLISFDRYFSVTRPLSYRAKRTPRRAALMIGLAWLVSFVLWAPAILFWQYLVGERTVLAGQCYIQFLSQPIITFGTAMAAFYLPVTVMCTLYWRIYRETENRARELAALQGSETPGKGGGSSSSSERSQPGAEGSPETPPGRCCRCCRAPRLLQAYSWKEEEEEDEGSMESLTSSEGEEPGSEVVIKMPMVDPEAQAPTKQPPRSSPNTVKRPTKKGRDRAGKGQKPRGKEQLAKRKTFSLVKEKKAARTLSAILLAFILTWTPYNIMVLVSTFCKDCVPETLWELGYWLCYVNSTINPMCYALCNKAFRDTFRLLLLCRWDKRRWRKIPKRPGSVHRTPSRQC
CHO-K1 Ca antag – counter-screen for M1 antagonists: effect in parental CHO-K1 cells | ATP-induced calcium, Fluo-8 fluorescence | inhibition, % at 3 µM | hit rate 0.6% among 360,000 | AID 602250;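 active = inhibition above a per-plate cutoff, the plate's mean sample inhibition plus 3 SD, cut at about 24% in these data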;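 note: 0% = DMSO plus EC80 ATP and 100% = DMSO alone without ATP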
OXTR potentiator – human OXTR potentiators, primary screen, fluorescence, CHO-OTR cells, Fluo-8 calcium; Fluo-8 calcium fluorescence, potentiator mode; 0% = oxytocin EC15, 100% = EC100; activation, % at 3 µM; hit rate 0.061% among 320,000; AID 2445, 2010;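 active = activation above that plate's cutoff, the mean activation of tested compounds plus 3 SD, cut at about 6.6% in these data, passing the limit was not always enough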;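 note: 100% uses oxytocin at 75 nM as the full agonist control; some results filed as inactive read as strong as hits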
Target sequence (P30559 whole entry, looked up): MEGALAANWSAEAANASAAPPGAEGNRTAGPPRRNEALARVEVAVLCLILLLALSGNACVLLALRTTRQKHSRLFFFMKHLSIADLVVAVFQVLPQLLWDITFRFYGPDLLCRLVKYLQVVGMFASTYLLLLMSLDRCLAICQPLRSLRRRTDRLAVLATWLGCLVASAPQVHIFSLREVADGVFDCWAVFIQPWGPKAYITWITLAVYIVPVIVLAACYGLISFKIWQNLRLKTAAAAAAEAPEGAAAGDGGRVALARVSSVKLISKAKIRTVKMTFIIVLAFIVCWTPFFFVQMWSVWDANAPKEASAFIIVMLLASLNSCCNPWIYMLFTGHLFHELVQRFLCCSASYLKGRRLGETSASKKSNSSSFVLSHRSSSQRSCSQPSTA
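System: human OTR in CHO cells; Also added: sub-maximal oxytocin, roughly EC15; Timing: compound 6 min at room temperature before oxytocin, 100 s read; Technique: Fluo-8 intracellular calcium fluorescence, ex 470-495, em 515-575 nm; Controls: oxytocin EC15 low and EC100 high; Replication: singlicate.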
CHO-K1 Ca PAM – nonselective calcium activators in parental CHO-K1 cells, primary screen, counter-screen for M1 PAM project, cell-based, Fluo-8 calcium fluorescence, full deck, 1536-well | ATP EC20; 0% at ATP EC20, 100% at ATP max | activation, % at 3 µM | hit rate 0.02% among 360,000 | AID 602247, 2012;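 active = activation above the run cutoff, the mean activation of all test compounds plus 3 SD, cut at about 40% in these data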;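 note: peak over basal fluorescence ratio in a 140 s read after ATP addition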
TAAR1 antag – human TAAR1 antagonists, primary screen, Fluo-8 calcium fluorescence, CHO RD-HGA16 cells | Trace amine-associated receptor 1 (Homo sapiens), Q96RJ0 | antagonist | inhibition, % at 3 µM | hit rate 1.5% among 360,000;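 active = inhibition above a per-plate cutoff, the mean inhibition of test compounds on that plate plus 3 SD, cut at about 49% in these data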;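 note: 0% = DMSO plus EC80 beta-PEA response and 100% = DMSO alone without agonist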
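Test system: CHO RD-HGA16 cells bearing hTAAR1 | Reagent: β-PEA, EC80 | Compound dosing: 3 µM, single point | Schedule: Dye loading 75 min at 37 °C, then 30 min room temperature | Signal: Calcium fluorescence with Fluo-8 | Evaluation: Percent inhibition of PEA-evoked calcium signal, max/basal emission ratio | Control set: DMSO-only wells and EC80 β-PEA-stimulated wells | Repeats: Singlicate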
CHO parental Ca – ATP-evoked calcium signal inhibitors, parental CHO, primary screen, counter-screen for OX1R antagonist project, cell-based, fluorescence, Fluo-8 calcium dye | parental CHO-K1, ATP-induced calcium, Fluo-8 fluorescence | inhibition, % at 5.6 µM | hit rate 0.63% among 330,000 | AID 463079, 2010;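 active = inhibition above that plate's mean sample inhibition plus 3 SD, cut at about 26% in these data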;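 note: 0% = ATP-challenged DMSO wells and 100% = DMSO wells without ATP; some compounds past the cut are filed as inactive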
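Material: parental CHO cells / Compound: single nominal dose of 5.6 µM per compound / Signal: Fluo-8 fluorescence / Replicates: singlicate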
TAAR1 agonist – human TAAR1 agonists, primary screen, Fluo-8 calcium fluorescence, CHO RD-HGA16 cells. hit rate 0.99% among 360,000. vehicle wells 0%, saturating PEA agonist 100%. Trace amine-associated receptor 1 (Homo sapiens), Q96RJ0. activation, % at 3 µM;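 active = activation above the mean activation of all test compounds in the run plus 3 SD, cut at about 38% in these data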
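Test system: RD-HGA16 (CHO) cells co-expressing Gα16 and hTAAR1; dosing: one-point dosing at 3 µM (nominal); timing: 17-24 h seeding, 75 min 37 °C dye, 30 min RT; signal: kinetic Fluo-8 calcium fluorescence; read-out basis: % activation relative to PEA EC100 response; controls: DMSO and PEA EC100; replicates: n 1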
V1aR counter – agonists of human V1a receptor, primary screen, counter-screen for OXTR agonist project, fluorescence, CHO-V1R cells. Vasopressin V1a receptor (Homo sapiens), P37288. Fluo-8 calcium fluorescence, agonist mode; 0% DMSO, 100% 3 nM vasopressin. activation, % at 3 µM. hit rate 0.25% among 320,000. AID 2797, 2010;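 active = activation above the mean activation of all tested compounds plus 3 SD, per screening run, cut at about 20% in these data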;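 note: signal is peak over basal fluorescence ratio across a 100 second FLIPR read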
M1 ag parental – counter-screen for M1 agonists: effect in parental CHO-K1 cells; Fluo-8 calcium fluorescence; scaled to maximal ATP response, vehicle zero; hit rate 0.48% among 360,000; activation, % at 3 µM; in the data active = activation above about 15%;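 note: untransfected CHO-K1 host cells lacking M1 receptor as counterscreen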
* marks the source's active call; other numbers are inactive results; / = no result given.

SMILES	CHRM1 agonist	CHO-K1 Ca antag	OXTR potentiator	CHO-K1 Ca PAM	TAAR1 antag	CHO parental Ca	TAAR1 agonist	V1aR counter	M1 ag parental
O=C(Cc1cccs1)N1CCN(c2ccc(F)cc2)CC1	-2	-1	-8	8	9	2	10	-0.1	0.5
Cc1ccc(CNC(=O)CCCc2c[nH]c3ccccc23)cc1	2	-9	-9	-27	2	-17	-5	2.4	0.1
Cc1nnc(NC(=O)CCS(=O)(=O)Cc2ccccc2)s1	-3	-13	0	3	-3	8	2	0.0	0.6
CN1CCCN(C(=O)CNC(=O)Cc2ccccc2)CC1	-7	-12	2	4	-30	-8	2	0.8	1.0
CCN1CCN(S(=O)(=O)c2ccc(Cl)c(C(=O)NC3CCCCC3)c2)CC1	-4	13	4	-19	-32	-4	2	-1.2	0.0
CC1(C)Cn2c(nnc2-c2ccccc2)S1	-5	-22	-5	15	-8	-7	7	0.5	-0.4
O=C(CN(C(=O)CCC(=O)Nc1nccs1)c1cccc(F)c1)NCc1ccc(F)cc1	0	-16	-5	4	3	-11	2	-0.3	0.7
Cc1cc(C)c(S(=O)(=O)N(C)CC(=O)NCC2CCCO2)c(C)c1 (stereo unspecified)	-5	-13	/	-23	-24	/	1	/	0.4
Cc1cc(Cl)ccc1OCC(=O)Nc1ccc2oc(=O)ccc2c1	-1	-7	-14	8	24	8	8	7.7	4.6
O=C(N/N=C/c1ccc[nH]1)c1cc(-c2cccs2)nc2ccccc12	-3	-22	-15	28	15	-38	6	-0.7	1.1
CC(=O)NC(c1cccc(F)c1)c1nc(-c2ccoc2)cs1 (stereo unspecified)	-3	-4	/	-1	-10	/	2	/	0.0
N#Cc1c(NC(=O)CSc2n[nH]c(Cc3ccccc3)n2)oc(-c2ccccc2)c1-c1ccccc1	-4	-16	-13	13	23	-10	16	0.4	-0.1
O=C(CN1C(=O)/C(=C/c2ccccc2)SC1=S)N1CCN(CCc2ccccn2)CC1	1	-14	-14	-9	1	-40	6	9.5	9.0
Cc1ccc(C)c(N2CCN(C(=O)CCS(=O)(=O)c3ccc4c(c3)CCN4C(=O)C3CC3)CC2)c1	-1	-15	-9	0	-18	-16	4	5.7	11
Cc1ccccc1N1C(=O)c2ccccc2NC1c1ccncc1 (stereo unspecified)	-2	-5	-7	14	2	-8	9	0.3	0.1
CC(C)(O)c1cc2ccc(C#Cc3ccsc3)cc2c(=O)o1	-1	-7	-5	-12	7	-18	3	1.7	-0.1
CCN1C(=O)[C@H]2[C@@H](c3ccc(-c4cccc(Cl)c4)c(OC)c3)N3CCCC[C@@]3(C(=O)OC)[C@H]2C1=O	-4	-6	1	-1	13	-27	6	9.4	0.2
CC(=O)OC1CCC2(C)C(=CCC3C2CCC2(C)C3CC3OC4(CCC(C)CN4)C(C)C32)C1 (stereo unspecified)	2	4	/	14	-32	/	1	/	1.8
CCC(C)C(=O)Nc1nc(C)c(-c2csc(Nc3cc(OC)ccc3OC)n2)s1 (stereo unspecified)	-5	-6	-8	-9	8	-5	-2	-1.5	-0.7
Cc1nn(-c2ccc(F)cc2)c(N)c1C1(O)C(=O)Nc2ccccc21 (stereo unspecified)	-2	-10	-2	6	-10	-1	1	-0.4	0.1

2 compounds picked at random from those above:
SMILES	CHRM1 agonist	CHO-K1 Ca antag	OXTR potentiator	CHO-K1 Ca PAM	TAAR1 antag	CHO parental Ca	TAAR1 agonist	V1aR counter	M1 ag parental
Cc1cc(C)c(S(=O)(=O)N(C)CC(=O)NCC2CCCO2)c(C)c1 (stereo unspecified)	-5	-13	/	-23	-24	/	1	/	0.4
Cc1nn(-c2ccc(F)cc2)c(N)c1C1(O)C(=O)Nc2ccccc21 (stereo unspecified)	-2	-10	-2	6	-10	-1	1	-0.4	0.1

5 of the entries above in order of their number in TAAR1 antag, lowest first.
| Structure | TAAR1 antag |
| --- | --- |
| Cc1nn(-c2ccc(F)cc2)c(N)c1C1(O)C(=O)Nc2ccccc21 (stereo unspecified) | -10 |
| Cc1ccc(CNC(=O)CCCc2c[nH]c3ccccc23)cc1 | 2 |
| CCC(C)C(=O)Nc1nc(C)c(-c2csc(Nc3cc(OC)ccc3OC)n2)s1 (stereo unspecified) | 8 |
| O=C(Cc1cccs1)N1CCN(c2ccc(F)cc2)CC1 | 9 |
| Cc1cc(Cl)ccc1OCC(=O)Nc1ccc2oc(=O)ccc2c1 | 24 |

The listing continues.
SMILES	CHRM1 agonist	CHO-K1 Ca antag	OXTR potentiator	CHO-K1 Ca PAM	TAAR1 antag	CHO parental Ca	TAAR1 agonist	V1aR counter	M1 ag parental
Cc1nn(Cc2ccc(Cl)cc2)c(C)c1N	-1	-9	-1	6	1	-23	-1	0.6	-0.4
O=C1c2ccccc2C(=O)N1COc1ccc(S(=O)(=O)N2CCOCC2)cc1[N+](=O)[O-]	-12	-19	-3	8	-9	-9	0	0.8	1.0
CCCCNC(=O)CCn1c(=O)c2ccccc2n(Cc2ccc(F)cc2)c1=O	0	-5	-9	-2	-12	-12	0	-0.2	0.5
COc1ccc(-c2csc3ncnc(Cl)c23)cc1	-7	-21	1	15	-9	2	0	-0.9	0.3
CC(C)(C)c1nc2scc(-c3cccs3)c2c(=O)o1	-4	-17	-9	17	7	4	23	1.3	0.6
Cc1cc(C)c2nc(NNC(=O)c3cc(-c4cccs4)nc4ccccc34)sc2c1	-1	2	-8	11	56*	-13	16	0.8	4.7
O=C(O)c1cccc2c1C(=O)c1ccc(-c3ccc(OC(F)(F)F)cc3)cc1S2(=O)=O	-7	-14	-1	10	16	5	14	0.2	0.1
Cc1ccc(-c2nn3c(C)nnc3s2)cc1NC(=O)COc1ccc(Cl)cc1	-3	-6	-6	12	-18	-8	0	-0.8	0.2
Cc1ccnc(NC(=O)c2ccc3c(c2)S(=O)(=O)c2ccccc2C3=O)c1	-2	-10	-1	13	-20	-13	1	-0.1	0.4
CC(Sc1ccc(S(=O)(=O)N(C)C)cn1)C(=O)NC1CCCC1 (stereo unspecified)	0	-12	2	-4	-2	-11	4	0.1	0.1
O=c1[nH]c(SCc2ccc(Cl)cc2)nc2[nH]ncc12	-2	8	-12	-6	13	-5	11	1.0	3.2
CCOc1ccc2[nH]c(=O)c(CN(Cc3ccc(F)cc3)C(=O)c3ccco3)cc2c1	-2	14	-17	-3	45	-30	12	3.4	1.3
O=C(NCCNC1CCCCC1)c1ccco1	-6	2	-5	-9	-10	8	1	-0.3	0.0
Cc1cccn2c(=O)nc(SCC(=O)N3CCCCC3)nc12	-2	-9	0	-2	-6	-13	1	-0.2	0.7
c1ccc(C[C@H]2CNCCN2CCC23CC4CC(CC(C4)C2)C3)cc1	-1	-9	-11	10	/	2	/	5.9	1.0
Cc1ccc(-c2c[nH]c(=S)n2-c2ccccc2)cc1	-5	-13	-9	16	-10	-9	3	-1.7	-0.3
CCOC(=O)C1CCCN(C2CC(=O)N(c3ccc(NC(C)=O)cc3)C2=O)C1 (stereo unspecified)	36*	1	-5	9	-15	-7	6	3.5	0.0
COC(=O)CCn1nc(-c2ccc(Cl)cc2)c2ccccc2c1=O	-5	7	-3	-3	-18	-23	4	-1.0	0.2
O=C(Oc1ccc(Cl)cc1N1C(=O)CCC1=O)c1ccco1	0	-9	-6	-5	5	-2	9	1.1	0.5
O=C(NCCc1ccccc1)C1(c2ccccc2)CC1(Cl)Cl (stereo unspecified)	-1	-2	-14	3	3	-5	3	-0.3	0.0

Shown as a hit in TAAR1 antag (from the list above):
| Compound | CHRM1 agonist | OXTR potentiator | TAAR1 antag |
| --- | --- | --- | --- |
| Cc1cc(C)c2nc(NNC(=O)c3cc(-c4cccs4)nc4ccccc34)sc2c1 | -1 | -8 | 56* |

(more compounds)
SMILES	CHRM1 agonist	CHO-K1 Ca antag	OXTR potentiator	CHO-K1 Ca PAM	TAAR1 antag	CHO parental Ca	TAAR1 agonist	V1aR counter	M1 ag parental
S=c1[nH]nc(COc2ccc(Cl)cc2)n1-c1ccccc1	-3	-11	-8	28	5	1	3	2.2	3.7
CCOc1ccc(CCNC(=O)c2ccc(CS(=O)Cc3ccccc3Cl)o2)cc1 (stereo unspecified)	-1	-8	-10	-6	6	-18	16	11	5.6
CCOc1ccc(N(CC(=O)NCC(C)C)S(C)(=O)=O)cc1	-2	-15	-7	21	9	-18	1	-0.4	0.4
CCc1sc(N(C(=O)Cc2ccccc2)c2ccccc2F)nc1-c1ccc(C)cc1	-3	8	-12	2	9	3	5	-0.3	-0.7
COC(=O)c1c(NC(=O)CCNCc2ccco2)sc2c1CCC2	-2	-10	-6	17	-14	-28	4	0.4	3.5
CC(=O)Nc1ccc(S(=O)(=O)N/N=C/c2ccc(C)s2)cc1	-5	-10	1	10	-3	-2	2	0.4	0.1
O=C(Nc1ccc(S(=O)(=O)NC2CCCCC2)cc1)c1ccco1	0	-18	-10	5	5	1	5	5.3	6.3
O=C(NCC1CCCO1)c1ccc(NC(=O)C2CCCCC2C(=O)O)cc1 (stereo unspecified)	-4	-16	-4	22	-1	-4	11	1.3	0.4
COc1ccc(C2=NN(C)C(=NCc3ccccc3)SC2)cc1	-5	-4	-4	16	18	-21	10	1.3	7.0
Cc1ccnc(NC(=O)CCC(=O)N(CC(=O)NC2CCCCC2)CC2CCCO2)c1 (stereo unspecified)	-3	-20	1	24	17	-3	9	-0.6	0.5
